H37Rv inhibition: M. tuberculosis growth inhibition, HTS (AID 449762) | hit rate 0.59% among 330,000 | M. tuberculosis H37Rv growth inhibition, 7H9 media; higher % means a stronger effect | inhibition, % at 25 µM; hits with a dose series show IC50 in µM; in the data active means a potency from the dose series; inconclusive means inhibition above about 70% without an active follow-up result;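 further: bacterial growth assessed after seven days of incubation; strong numbers were not always called active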
M. tuberculosis: growth inhibition of non-replicating M. tuberculosis (AID 488890) | Mycobacterium tuberculosis non-replicating, growth inhibition; higher % means a stronger effect | inhibition, % at 25 µM; hits with a dose series show IC50 in µM | hit rate 0.39% among 320,000; in the data active means a potency from the dose series; inconclusive means inhibition mostly from about 82% at the one dose, without a potency; inactive means the rest, 99 in 100 with inhibition below about 76%;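 further: plate controls were DMSO cells for no effect and high antibiotic wells for full effect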
VEEV TC-83 Vero: inhibitors of VEEV TC-83 cytopathic effect, confirmation, Vero cells (AID 588727). Vero cells, VEEV TC-83 cytopathic effect inhibition; higher % means a stronger effect. hit rate 0.13% among 350,000. inhibition, % at 20 µM; hits with a dose series show IC50 in µM; in the data active means a potency from the dose series; inconclusive means inhibition mostly from about 14% at the one dose, without a potency; inactive means the rest, 99 in 100 with inhibition below about 12%; further: strong numbers were not always called active
H1N1 NS1A inhibition: H1N1 influenza NS1A inhibitors, functional cell based assay (AID 504329). NS1A functional cell-based assay, percent inhibition; higher % means a stronger effect. inhibition, % at 12.5 µM; hits with a dose series show IC50 in µM. hit rate 0.3% among 340,000; in the data active means a potency from the dose series; inconclusive means inhibition above about 27% without an active follow-up result; further: strong numbers were not always called active
PhoP GFP inhibition: Inhibition of PhoP regulon, Salmonella typhi GFP reporter cells, confirmation, 4 h (AID 1850); Salmonella Typhi PhoP-promoter GFP reporter, fluorescence, 4 h; higher % means a stronger effect; inhibition, % at 50 µM, or IC50 in µM where a hit was titrated; hit rate 0.33% among 310,000; in the data active means a potency from the dose series; inconclusive means inhibition mostly from about 25% at the one dose, without a potency; inactive means the rest, 99 in 100 with inhibition below about 19%;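 further: 0% = induced wells with vehicle and 100% = uninduced wells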
An asterisk follows results filed as active; i = inactive; u = inconclusive; x = no result given.

SMILES	H37Rv inhibition	M. tuberculosis	VEEV TC-83 Vero	H1N1 NS1A inhibition	PhoP GFP inhibition
N#Cc1ccccc1NC(=O)CN1CCOCC1	-3%	18%	i	-3%	-5%
CCOC(=O)c1c(-c2ccc(Cl)cc2)csc1NC(=O)CNCc1ccco1	4%	56%	6.1%	-13%	4%
O=C(COC(=O)C1CCN(S(=O)(=O)c2cccs2)CC1)c1ccc2c(c1)OCCO2	-4%	12%	1.0%	-6%	-2%
O=C(NCCc1cccc(Cl)c1)c1ccc2c(c1)OCO2	-2%	55%	2.7%	-12%	-5%
CCCC(=O)NNC(=O)c1c(O)c2ccccc2[nH]c1=O	31%	1%	0.4%	5%	0%
CCCC(=O)C1=C(O)C(C(=O)OC)C(C)(C)CC1=NCCCCCC(=O)O (centres undefined)	-3%	-19%	0.6%	13%	0%
S=c1[nH]nc(COc2ccccc2)n1/N=C/c1ccc(Br)s1	-2%	15%	3.6%	2%	-26%
COc1ccc(NC(=O)CN2C(=O)CSC(C)C2=O)cc1 (centres undefined)	-4%	-1%	2.4%	3%	-7%
CCN(CC)c1ccc(/C=N/Nc2nc(C)cc(C)n2)cc1	0%	50%	1.6%	x	7%
COC(=O)CCC(=O)N1CCCC(CO)(Cc2ccccc2)C1 (centres undefined)	-4%	-4%	i	1%	-3%
O=C(NCc1ccccc1)C(c1ccc(F)cc1)N(Cc1ccco1)C(=O)c1ccccn1 (centres undefined)	-5%	6%	6.0%	12%	4%
N#Cc1ccc(C(=O)CSc2n[nH]c(=O)n2Cc2ccco2)cc1	-5%	7%	i	-18%	3%
COc1cccc2cc(C(N)=O)/c(=N/NC(=O)COc3ccc(Cl)cc3)oc12	12%	-22%	x	x	9%
COc1ccc2c(c1O)-c1ccccc1CCN(C)C2	-4%	11%	1.5%	-5%	12%
O=C(NCC1CCCO1)c1ccc(Cl)c(S(=O)(=O)N2CCCCC2)c1 (centres undefined)	-14%	-7%	5.3%	-14%	-6%
CN(CCC#N)C(=O)Cn1nc(Cc2ccncc2)c2ccccc2c1=O	-5%	14%	0.5%	4%	3%
CCOc1cc(C(=S)N2CCOCC2)ccc1O	2%	20%	3.2%	3%	0%
O=C1c2ccccc2[C@@H]2C[C@H](NC34CC5CC(CC(C5)C3)C4)[C@@H](O)CCN12	x	x	0.2%	-10%	x
COc1cccc(CN2CCC(C(=O)N3CCN(Cc4ccc5c(c4)OCO5)CC3)CC2)c1	-6%	-3%	1.6%	-5%	-7%
CC(=O)OCc1c(COC(C)=O)[n+](=O)c2ccccc2n1[O-]	3%	-13%	1.5%	5%	6%
CCOC(=O)N1CCN(C(=O)C2CCN(S(=O)(=O)c3ccc(F)cc3)CC2)CC1	-3%	-2%	0.4%	11%	6%
O=C(CNS(=O)(=O)c1ccccc1)OCC(=O)c1c[nH]c2ccccc12	-4%	5%	0.6%	-5%	x
CCOC(=O)Cc1csc(NC(=O)c2cc(OC)cc(OC)c2)n1	5%	25%	i	4%	7%
O=C(CCCCCN1C(=O)c2cccc3cccc(c23)C1=O)NCCCO	-36%	-2%	i	1%	-8%
O=C(NC1CCCCC1)C(c1ccc2ncccc2c1)N(Cc1cccs1)C(=O)c1cccs1 (centres undefined)	u	61%	6.9%	-7%	-9%
The list goes on.
SMILES	H37Rv inhibition	M. tuberculosis	VEEV TC-83 Vero	H1N1 NS1A inhibition	PhoP GFP inhibition
COc1ccc(/C=C(\NC(=O)c2ccccc2)C(=O)NCc2cccnc2)cc1	-3%	-7%	1.6%	5%	10%
Cc1ccc(COCCN2CCN(S(=O)(=O)c3ccc(C)cc3)CCC2=O)cc1	-6%	-4%	0.2%	-1%	-1%
CN(C)CCCNC(=O)C1(O)c2cc(Br)ccc2NC(=O)N1c1c(F)cccc1F (centres undefined)	6%	11%	i	-24%	-17%
COc1ccc(-c2csc(NC(C)c3nc4cc(Cl)c(Cl)cc4n3CCCO)n2)cc1 (centres undefined)	36%	-3%	i	14%	-4%
Cn1c(=O)c2c(SCc3ccccc3)nc(C3CC3)nc2n(C)c1=O	-7%	-1%	0.4%	6%	-2%
CCc1ccc(N2CCN(S(=O)(=O)CC34CCC(CC3=O)C4(C)C)CC2)cc1 (centres undefined)	5%	43%	0.3%	0%	-6%
CSc1ncc(CN2CCc3c([nH]c4ccccc34)C2C(C)(C)C)cn1 (centres undefined)	5%	-3%	1.1%	-1%	-10%
O=C(O)Cn1cc(/C=C2\C(=O)NC(=O)N(Cc3ccco3)C2=O)c2ccccc21	2%	-13%	i	7%	-3%
CCc1cc(C(=O)NNC(=S)NC(C)c2ccccc2)cs1 (centres undefined)	-6%	-11%	0.6%	31%	-4%
CCN(C(=O)c1cn(C)c(=O)c2cc(OC)c(OC)cc12)c1cc(C)ccc1C	-4%	2%	i	3%	2%
Cc1ccc(N(CC(=O)N/N=C/c2cccs2)S(C)(=O)=O)cc1	1%	4%	1.3%	-7%	-1%
COCCCNC(=O)CC1C[C@H](C(=O)N(C(C)C)C(C)C)[C@@]2(C)c3[nH]c4ccccc4c3CCN2C1=O (some centres undefined)	-10%	5%	i	-9%	x
O=C(CSc1nc2ccccc2s1)N/N=C/c1ccco1	-1%	u	1.7%	13%	2%
CCCCNC(=O)C1(NC(=O)Nc2ccc(C)cc2)CCCCC1	-14%	-2%	1.1%	x	-13%
O=c1ccc(-c2ccccc2)nn1Cc1ccccc1	7%	1%	i	-2%	-6%
O=C(c1cc(-c2ccc(Cl)c(Cl)c2)on1)N1CCOCC1	6%	18%	1.5%	-5%	10%
COc1ccc(NC(=O)c2cc(-c3ccccc3O)n[nH]2)cc1Cl	3%	-20%	1.8%	-18%	11%
CC1CCN(c2ccc(C(=O)O)cc2)CC1	-14%	x	2.1%	19%	6%
CC(C)C(NC(=O)c1c(F)cccc1F)C(=O)N1CCN(c2ncccn2)CC1 (centres undefined)	-6%	-7%	0.2%	-3%	x
O=C(NNc1c(Cl)cncc1Cl)c1cccs1	-6%	-4%	1.0%	-24%	15%
Cc1cc(N2CCN(c3cccc(C(F)(F)F)c3)CC2)n2ncnc2n1	-2%	27%	0.2%	0%	5%
COc1ccc(C(=O)OCC(=O)c2ccc(Br)s2)c(OC)c1	26µM*	x	3.6%	-21%	6%
Cc1nc(NC(=O)CSc2nnc(-c3ccncc3)n2C)sc1C	-1%	-1%	2.1%	6%	1%
CCCC(=O)C1=C(O)C(c2cccc(Oc3ccccc3)c2)CCC1=O (centres undefined)	0%	-5%	2.3%	-19%	-2%
COc1ccc(C2N(C(=O)CN3CCOCC3)CCN2S(=O)(=O)c2ccccc2)cc1 (centres undefined)	-6%	19%	1.8%	2%	4%

Full records, looked up by structure.
Record of CC1CCN(c2ccc(C(=O)O)cc2)CC1 : H37Rv inhibition: -14%; M. tuberculosis: x; VEEV TC-83 Vero: 2.1%; H1N1 NS1A inhibition: 19%; PhoP GFP inhibition: 6%
Record of Cc1cc(N2CCN(c3cccc(C(F)(F)F)c3)CC2)n2ncnc2n1 : H37Rv inhibition: -2%; M. tuberculosis: 27%; VEEV TC-83 Vero: 0.2%; H1N1 NS1A inhibition: 0%; PhoP GFP inhibition: 5%

The listing picks up; the three compounds before the break are reprinted first.
SMILES	H37Rv inhibition	M. tuberculosis	VEEV TC-83 Vero	H1N1 NS1A inhibition	PhoP GFP inhibition
Cc1nc(NC(=O)CSc2nnc(-c3ccncc3)n2C)sc1C	-1%	-1%	2.1%	6%	1%
CCCC(=O)C1=C(O)C(c2cccc(Oc3ccccc3)c2)CCC1=O (centres undefined)	0%	-5%	2.3%	-19%	-2%
COc1ccc(C2N(C(=O)CN3CCOCC3)CCN2S(=O)(=O)c2ccccc2)cc1 (centres undefined)	-6%	19%	1.8%	2%	4%
COc1ccccc1-c1nnc(Sc2nc([N+](=O)[O-])nn2C)o1	u	8.2µM*	u	20%	-5%
COc1cccc(/C=N/N2C(=O)CSC2=S)c1O	1%	i	1.4%	2.2µM*	-4%
COC(=O)c1ccccc1NC(=O)COC(=O)CO/N=C(\C)c1ccc2c(c1)OCO2	-1%	9%	2.4%	-7%	-6%
Cn1cnnc1SCc1ccccc1	-1%	-5%	3.2%	-2%	-11%
CC(=O)Cn1ncc(N(C)Cc2ccccc2)c(Cl)c1=O	35%	10%	0.2%	-9%	5%
O=C(Oc1ccc(Cl)cc1)c1ccc(N2CCOCC2)c([N+](=O)[O-])c1	u	u	1.6%	-4%	13%
CC(C)NC(=O)Nc1cccc2c1O[C@H](CN(C)S(C)(=O)=O)[C@@H](C)CN([C@H](C)CO)C2=O	2%	1%	i	-5%	x
COC(=O)c1c(C(=O)OC)c(-c2ccc(F)cc2)n2c1CSC2	2%	-2%	0.0%	-6%	-3%
COc1ccccc1NC(=O)Cc1nnc(SCC(=O)Nc2ccc(F)cc2F)n1C	4%	-5%	1.6%	-9%	9%
COc1ccc2[nH]c3c(=O)n(/N=C/[C@H]4C(C)C=C(C)CC4C)c(=O)[nH]c3c2c1 (some centres undefined)	15%	18%	u	-7%	-11%
Cc1nc(C)c(C(=O)Nc2cccc(Cl)c2)o1	x	x	6.1%	3%	9%
CCCCNC(=O)CNC(=O)c1nn(-c2ccc(OC)cc2OC)c(=O)c2ccccc12	-4%	-9%	1.3%	-6%	-1%
COc1ccc(/C=N/NC(=S)Nc2ccccc2)cc1COc1cccc(C)c1C	5%	-4%	0.4%	4%	1%
COc1ccc(-c2nn(-c3ccccc3)cc2C(=O)NC2CCC(C)CC2)cc1 (centres undefined)	-1%	-18%	3.0%	-9%	-4%
O=CNCCCc1nc2ccccc2n1CCc1ccccc1	0%	-10%	i	-2%	-4%
CC(=O)Oc1ccc2c(=O)c(-c3ccccc3)coc2c1	48%	16%	0.8%	-5%	4%
O=C(NNC(=O)c1ccc(Cl)c([N+](=O)[O-])c1)c1ccncc1	-8%	38%	0.5%	-7%	-6%
C=CCOc1nc2c(c(=O)n(C)c(=O)n2C)n1Cc1ccc(Cl)cc1	5%	7%	i	-6%	-7%

2 compounds from above, showing only VEEV TC-83 Vero, H37Rv inhibition and PhoP GFP inhibition.
| molecule | VEEV TC-83 Vero | H37Rv inhibition | PhoP GFP inhibition |
| --- | --- | --- | --- |
| COc1ccccc1-c1nnc(Sc2nc([N+](=O)[O-])nn2C)o1 | u | u | -5% |
| COc1cccc(/C=N/N2C(=O)CSC2=S)c1O | 1.4% | 1% | -4% |

Screening results (PubChem BioAssay)
